Assay outcomes deposited in PubChem BioAssay by several laboratories.
HIF activator: HIF pathway transcriptional activation; U2OS HRE-luciferase reporter, luminescence; normalized: DMSO 0%, desferrioxamine 100%; activation, % at 7.5 µM (by protocol); hit rate 0.32% among 300,000;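 active = mean activation of at least 10% of the iron chelator positive control signal, with at least half of replicates also reaching 10%; inconclusive = mean and replicate majority disagree about reaching 10%; inactive = mean and most replicates under 10%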
GSK3 alpha inh: blocks human GSK-3 alpha kinase; inhibition, % at 10 µM; ADP-Glo luminescence, 60 min; hit rate 0.1% among 320,000; AID 2650; P49840;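 in the data active = inhibition above about 50%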;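 note: GST-tagged GSK-3 alpha with peptide substrate and 25 µM ATP; 0% = DMSO neutral wells and 100% = GW8510 positive control wells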
Target sequence (P49840 whole entry, looked up): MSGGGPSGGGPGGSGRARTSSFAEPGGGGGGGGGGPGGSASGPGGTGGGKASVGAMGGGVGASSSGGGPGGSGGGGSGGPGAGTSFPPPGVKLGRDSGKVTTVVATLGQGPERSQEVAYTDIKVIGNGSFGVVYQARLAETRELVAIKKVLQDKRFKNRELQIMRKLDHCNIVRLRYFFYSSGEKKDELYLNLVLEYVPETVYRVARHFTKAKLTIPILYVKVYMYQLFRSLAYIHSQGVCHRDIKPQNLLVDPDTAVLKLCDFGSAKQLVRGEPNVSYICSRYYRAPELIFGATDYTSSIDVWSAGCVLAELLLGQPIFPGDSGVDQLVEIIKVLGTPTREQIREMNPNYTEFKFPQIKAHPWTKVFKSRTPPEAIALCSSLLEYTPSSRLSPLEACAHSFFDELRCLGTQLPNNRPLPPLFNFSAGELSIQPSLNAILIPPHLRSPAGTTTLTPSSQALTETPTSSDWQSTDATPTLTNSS
AI-2 QS modul: modulators of Vibrio harveyi AI-2 quorum sensing system; activity change, % at 7.5 µM; Vibrio harveyi JMH597 AI-2 luminescence/OD600 ratio, 9 h; active compounds read low; strain lacks LuxN and CqsS sensors; 0 = neutral-control median; AID 2094; hit rate 0.4% among 300,000; in the data active = activity change below about -75%, passing the limit was not always enough; inconclusive = no clear call, values can overlap the other calls;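 note: luminescence divided by OD600 gain over 9 h not by final OD600 alone; inactives centre near 13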
KLF5 inh: inhibitors of KLF5 expression. AID 1700. inhibition, % at 5 µM. DLD-1 KLF5 promoter-luciferase reporter, luminescence. hit rate 0.23% among 290,000;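 active = inhibition above a per-plate limit of that plate's mean compound inhibition plus 3 SD, cut at about 60% in these data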;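 note: 0% = DMSO wells and 100% = LY294002 at 200 µM; higher means less KLF5 promoter-driven luciferase light; inactives centre near -14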
HSP90 inh: HSP90 refolding inhibition in rabbit reticulocyte lysate; inhibition, % at 5.6 µM; hit rate 0.91% among 290,000; luciferase refolding luminescence, 3 h;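 active = inhibition above the screen-wide mean plus 3 SD, computed separately per campaign, cut at about 16% in these data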;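 note: 0% = DMSO wells and 100% = 60 µM geldanamycin wells; inhibitors lower the luminescence because luciferase stays unfolded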
GSK3beta inhib: blocks human GSK3beta kinase activity; P49841; GST-GSK3beta kinase, ADP-Glo luminescence, 60 min; active compounds read low; activity score (negative = inhibition), % at 10 µM; hit rate 0.038% among 300,000; AID 2097;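 active = more than half of replicate wells score below -50%, meaning over 50% inhibition versus plate controls; inconclusive = some replicates but at most half score below -50%; inactive = no replicate scores below -50%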;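 note: 0% = median DMSO wells and -100% = median GW8510 positive control wells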
Target sequence (P49841 whole entry, looked up): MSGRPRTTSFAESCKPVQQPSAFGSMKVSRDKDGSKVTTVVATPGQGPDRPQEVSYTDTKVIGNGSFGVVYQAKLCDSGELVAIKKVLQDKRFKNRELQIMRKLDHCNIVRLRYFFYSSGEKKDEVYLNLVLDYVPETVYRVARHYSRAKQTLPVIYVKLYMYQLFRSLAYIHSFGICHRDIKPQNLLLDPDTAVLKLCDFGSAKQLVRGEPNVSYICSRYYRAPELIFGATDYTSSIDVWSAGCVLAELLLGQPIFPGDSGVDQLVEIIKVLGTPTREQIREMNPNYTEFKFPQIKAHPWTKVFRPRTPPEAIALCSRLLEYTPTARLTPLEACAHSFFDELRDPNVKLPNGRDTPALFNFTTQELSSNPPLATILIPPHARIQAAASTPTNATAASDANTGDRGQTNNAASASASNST
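Assay system: GST-fused GSK3beta enzyme, cell-free / Medium: Tris pH 7.5 buffer with MgCl2, DTT, BSA, heparin / Also added: peptide substrate plus 25 µM ATP (final) / Compound: 10 µM single point / Timing: kinase reaction with compound 60 min at room temperature / Detection: ADP-Glo luminescence / Benchmarks: DMSO neutral wells and GW8510 at 20 µM as positive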
IEC-6 tox: IEC-6 cytotoxicity, counter-screen for KLF5 inhibitors; luminescence viability; inhibition, % at 5 µM; hit rate 0.78% among 290,000; AID 1825; in the data active = inhibition above about 22%;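 note: 0% = plate median of test compound wells and 100% = cytotoxic reference compound wells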
HSF-1 act: increases HSF-1 driven luciferase reporter signal | activation, % at 9 µM | hit rate 1.7% among 300,000 | NIH3T3-HGL HSF-1 luciferase reporter, MG132, 8 h; 100% = twice DMSO control signal;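 active = mean replicate activation of at least 50% with a set share of replicates each reaching 50%; inconclusive = only one of those two conditions met; inactive = mean below 50% and too few replicates reaching it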;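 note: 0% = median of the neutral control wells and 100% = twice that signal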
HSF1 inh: HSF1 inhibition; NIH3T3-HGL HSE-luciferase, MG132-induced, luminescence 8 h; active compounds read low; activity change, negative = inhibition, % at 7.5 µM (by protocol); hit rate 0.77% among 300,000;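 active = more than half of replicate wells show activity change below -50%, luminescence cut by over half; inconclusive = some wells, but at most half, below -50%; inactive = no replicate well below -50%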;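 note: luciferase reports HSF-1 transcriptional activity via heat shock element; 0% = median of DMSO wells and -100% = zero luminescence signal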
aSyn 5UTR inh: MLPCN primary screen, SNCA 5' untranslated region; alpha-synuclein 5'UTR reporter, inhibitor activity; inhibition, % (tested at 7.5 µM); hit rate 0.82% among 300,000; AID 1813; in the data active = inhibition above about 60%; inconclusive = no clear call, values can overlap the other calls;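 note: H4 neuroglioblastoma cells stably carrying SNCA 5'UTR luciferase fusion; 0% = DMSO wells and 100% = positive control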
Active calls of the source: *; ? = inconclusive; . = not tested or not shown.

Molecule	HIF activator	HSF1 inh	aSyn 5UTR inh	GSK3beta inhib	KLF5 inh	HSF-1 act	GSK3 alpha inh	HSP90 inh	AI-2 QS modul	IEC-6 tox
COc1ccc(C(C)NCCC(c2ccc(OC(C)C)cc2)c2ccccc2OC)cc1 (stereo unspecified)	-3.2	-2	93*	1	1	-2	-3	5	17	13
O=C(CCCOc1ccccc1)OCn1nnc2ccccc2c1=O	-0.9	.	18	0	-3	.	-4	1	0	-1
CS(=O)(=O)N(CCc1ccccc1)CC(=O)NCc1ccncc1	-0.2	6	-8	1	-26	17	-1	7	7	3
O=C(O)C1CCCC2CN3CCc4c([nH]c5ccccc45)C3C(O)C21 (stereo unspecified)	-0.4	-5	3	1	-41	-5	-4	1	13	3
C=CCNC(=O)c1sc(=S)n(-c2ccc(C(=O)OCC)cc2)c1N	1.1	2	-14	1	3	27	-3	3	2	2
O=C1Nc2ccc(Br)cc2C1Cc1ccccc1F (stereo unspecified)	0.3	-1	34	-11	-22	3	0	-2	4	0
COc1ccccc1N1CCN(C(=O)CCn2c(=O)[nH]c3ccccc3c2=O)CC1	-0.5	-2	0	-5	-6	-3	-2	1	13	-2
COc1ccc(S(=O)(=O)NCC2CCC(C(=O)NCc3ccc(F)cc3)CC2)cc1 (stereo unspecified)	0.3	-3	25	1	-13	12	-1	-5	19	-1
COc1ccc(N/C=C/C(=O)c2cc(OC)c(OC)c(OC)c2)cc1	1.4	-8	?	-3	68*	-11	0	2	-2	81*
CC1(CCBr)C(=O)N(c2ccccc2)c2ccccc21 (stereo unspecified)	-0.4	5	11	1	-17	-7	0	-4	-2	-1
Clc1ccc(-c2ccc(C=Nc3ccc(N4CCOCC4)cc3)o2)cc1	-0.9	-12	0	6	-27	4	-4	-2	35	-4
CCc1ccc(OCC(=O)Nc2ccc(S(=O)(=O)Nc3ccccn3)cc2)cc1	-0.9	12	-8	0	-27	23	-1	-4	-85*	-4
CN(CC(=O)NNC(=O)CCNS(=O)(=O)c1ccccc1)S(=O)(=O)c1ccc(Cl)cc1	-0.7	-2	-3	-1	.	-8	-2	.	14	.
CCCCOc1cccc(C(=O)Nc2ccc(NC(=O)c3ccco3)cc2)c1	0.1	2	-42	2	-22	-6	-2	4	3	-2
COc1ccc(/C=N/OCC(=O)Nc2cc(C)on2)cc1OC	-0.5	0	-1	1	11	-15	0	-2	10	-8
CCN(CC(=O)NC(C)(C)C)C(=O)c1ccc(Br)cc1	.	.	.	0	-13	.	-1	-4	-10	1
CCOc1cc(/C=N/NC(=O)C(N)=O)cc(Br)c1O	0.0	4	-10	0	-21	8	-1	-1	14	0
COc1cc(/C=N/NC(=O)CCN2CCN(C(c3ccccc3)c3ccccc3)CC2)ccc1O	-0.2	-6	-29	-2	6	2	0	4	6	-2
Cc1ccc(S(=O)(=O)NCCC(=O)Nc2ccc(S(=O)(=O)NC(C)C)cc2)cc1	-0.4	-7	19	-1	17	16	-1	-2	35	-6
CC(=O)Nc1cn(-c2ccccc2)nc1-c1ccccc1	-0.6	-2	-4	0	-20	6	-4	-1	13	2
CN(C)CCCOc1nn(Cc2ccccc2)c2ccccc12	0.4	0	8	0	-28	-2	-6	0	3	3
CCOc1ccc2nc(SCc3cccc(C)c3)nc(C)c2c1	0.2	1	-129	0	-29	9	1	4	7	1
O=C(NCc1ccc(F)cc1)C(Cc1ccccc1)n1cccc1 (stereo unspecified)	-0.1	-2	1	2	-36	19	1	2	15	5
O=C(O)c1ccc(N=C2SCC(=O)N2Cc2ccccc2)cc1	0.2	2	26	2	1	-5	-3	2	30	-2
COc1cccc(NC(=O)CSc2nnc(CNC(=O)c3ccccc3)n2C)c1	-0.1	-5	6	2	-18	-14	-2	2	0	3
CCCCn1c(N)c(N(CC(C)C)C(=O)Cc2ccc3c(c2)OCCO3)c(=O)[nH]c1=O	-0.4	0	9	2	.	28	0	.	4	.
Cn1c(=O)c(=O)n(C)c2cc(S(=O)(=O)CCC(=O)N3CCCCC3)ccc21	-0.2	0	2	2	5	4	-3	0	32	0
COc1ccccc1-c1cnn2c(NCCc3ccccc3)cc(C)nc12	1.6	24	-112	0	-66	46	3	6	-7	0
Cc1ccc(-c2nc3cnccn3c2Nc2ccc3c(c2)OCCO3)o1	1.1	5	-25	-7	-18	-7	1	-4	47	6
O=C(CSc1cn(CCNC(=O)c2cccs2)c2ccccc12)NCc1ccccc1	-0.1	-3	16	-3	-16	-16	2	1	30	-1
O=C(Nc1ccc(N2CCN(C(=O)c3ccccc3)CC2)cc1)c1ccc2c(c1)OCO2	0.0	-16	36	1	59	-13	-2	6	6	26*
COc1cccc(NC(=S)N(CCCN2CCCC(C)C2)Cc2cccs2)c1 (stereo unspecified)	1.8	10	-15	1	-10	17	0	0	17	8
O=C(/C=C/c1cccs1)NC(=S)Nc1ccc(C(=O)O)cc1	-0.2	2	-4	1	-23	8	20	6	19	-7
C=CCOc1ccccc1CNCCNC(=O)c1nonc1N	-0.8	1	3	0	-3	16	2	3	-6	0
Cc1nc2ccccc2n1CC(=O)OCC(=O)NC1CC1	-1.2	-3	2	1	-22	-9	-6	2	14	5
COc1ccccc1-c1nc(SCC(=O)N2CCOCC2)n[nH]1	-1.3	-1	-1	-1	-11	5	-1	-3	6	-4
CN1CCN(S(=O)(=O)c2ccc(NC(=O)c3ccccc3Cl)cc2)CC1	-14	5	-12	1	-21	-14	-2	-3	21	-4
CCN(CC)C(=S)SC1CCCCN(C(=O)c2ccc(F)cc2)C1=O (stereo unspecified)	-0.8	2	12	0	-19	-6	-1	5	14	-7
Cc1cc(C)nc(SCCCNCc2ccc(Br)cc2)n1	2.5	6	12	3	-30	6	-1	3	2	4
O=C(C1CCCN(S(=O)(=O)c2cccnc2)C1)N1CCn2c1nc1ccccc12 (stereo unspecified)	-0.2	-3	10	-1	-18	5	-4	-2	23	-1
N=c1sccn1CC(=O)Nc1ccccc1-c1ccccc1	-0.1	-2	-11	-5	-12	13	.	-1	22	0
COc1ccc(Cl)cc1NC(=O)CNCC(c1ccccc1)N(C)C (stereo unspecified)	-0.1	0	5	3	-18	20	0	-1	-7	0
NS(=O)(=O)c1ccc(NC(=O)COC(=O)COc2ccc(Br)cc2)cc1	0.0	7	-4	2	9	3	.	-3	17	0
CN(Cc1ccccc1Cl)C(=O)c1cc2ccccc2o1	0.5	4	-8	4	-30	17	0	4	10	0
CSCC[C@H](NC(=O)c1ccc(Br)o1)c1nnc2ccccn12	0.4	-3	-8	-1	-8	6	-1	-4	-5	-9
CCOC(=O)c1[nH]c(C)c(C(=O)c2ccc(C)cc2)c1C	0.4	5	37	0	16	-4	1	2	-1	82*
COc1cc(S(=O)(=O)n2ccc(C)n2)c(OC)cc1Cl	.	-1	19	0	2	25	-2	1	24	2
CCCNCc1nnc(-c2ccccc2Cl)o1	0.9	2	-36	0	-24	7	0	6	11	-6
CC1CC(C)CN(c2nc3c(c(=O)n(C)c(=O)n3C)n2CCSc2ncccn2)C1 (stereo unspecified)	-0.2	-3	14	2	-31	-2	2	0	4	0
O=C(O)CCc1ccc(-c2ccc(Br)cc2)o1	0.0	11	-14	0	-18	0	-8	-1	53	2

(more compounds)
Molecule	HIF activator	HSF1 inh	aSyn 5UTR inh	GSK3beta inhib	KLF5 inh	HSF-1 act	GSK3 alpha inh	HSP90 inh	AI-2 QS modul	IEC-6 tox
CCNC(=O)COC(=O)c1cc(S(=O)(=O)N2CCCCC2)ccc1C	0.1	0	2	-1	-2	-1	16	-1	28	-8
c1ccc(CC2CCN(c3nc4ccccc4n4nnnc34)CC2)cc1	0.8	-4	-18	1	-2	15	0	3	31	-7
CC(=O)CC(c1ccccc1)S(=O)(=O)c1ccc(C)cc1 (stereo unspecified)	0.0	4	-6	-1	-5	19	1	0	14	3
Cc1cc(NCc2ccccn2)nc2ccccc12	.	4	-87	2	-4	15	0	4	-12	4
O=C(NCc1ccco1)C1CCN(c2nnc(-n3cccc3)s2)CC1	0.1	5	-16	0	-18	8	-3	3	3	-1
COc1ccc(C)cc1NC(=O)CSc1ccc(-c2ccccn2)nn1	2.3	11	16	0	-30	13	-6	0	9	9
COc1c2ccoc2c(OC[C@@H](O)C(C)(C)OC)c2oc(=O)ccc12	-6.6	-1	-6	0	-127	-10	1	6	25	2
COc1ccc(NC(=O)C2CC(=O)N/C(=N/NC(=O)c3ccc(Cl)cc3)S2)cc1 (stereo unspecified)	-0.2	6	1	3	-20	-5	-4	4	30	-4
CCCCC(=O)Nc1nc2ccc(C(=O)OC)cc2s1	1.0	11	-114	2	-90	18	0	41*	13	2
O=C(CNc1n[nH]c(=O)[nH]c1=O)N/N=C/C1CC=CCC1 (stereo unspecified)	-0.3	3	-13	3	6	-17	-4	4	8	2
Cc1cc(C)cc(C(=O)NCCCN2CCOCC2)c1	-0.8	1	15	0	-24	-13	-2	-2	4	-5
CCOC(=O)N1CCC2(CC1)C(C#N)=C(N)Oc1n[nH]c(C)c12	0.3	8	-6	4	-24	-2	0	2	15	4
CC(=O)Nc1cc(-c2ccc(F)cc2)[nH]n1	1.8	0	-77	-11	-40	9	12	-1	7	-2
CCn1c(Cl)c(C=O)s/c1=N\S(=O)(=O)c1ccccc1	-3.9	77	-55	-1	22	113*	-1	3	25	96*
Cc1cc(NC(=O)Cn2nc([N+](=O)[O-])c(Br)c2C)no1	-0.2	-7	17	-2	-4	-3	-4	-1	27	2
CN(CCOc1ccccc1)C(=O)c1cc([N+](=O)[O-])ccc1N1CCOCC1	0.1	1	-13	0	.	8	.	.	21	.
Cc1sc2nc(C)n(/N=C/N(C)C)c(=O)c2c1C	0.1	1	-11	-1	-20	-4	0	3	7	0
Cc1ccc(S(=O)(=O)Oc2ccc(/C=C3/N=C(c4ccccc4)OC3=O)cc2)cc1	0.1	1	3	3	-38	2	-10	7	-5	8
COc1ccc(S(=O)(=O)N2CCC(C(=O)NCCC(=O)NCc3cccc(OC)c3)CC2)cc1	-0.4	0	11	0	-18	6	2	-4	9	-7
CC(CN1C(C)CCCC1C)OC(=O)c1ccc(F)cc1 (stereo unspecified)	-0.3	-9	20	-1	-19	-12	-1	-2	0	-6
O=S(=O)(c1ccsc1)N1CC=C(c2ccccc2)CC1	0.6	0	-6	3	-38	-8	2	-3	12	3
COc1ccc(C(=O)Nc2ccnn2C2CCN(Cc3cnn(C)c3)CC2)cc1	0.0	4	7	1	-11	1	-1	-4	1	-2
